hgDAF12 agonist: activates the H. glycines DAF-12 receptor ligand-binding domain | HEK293 GAL4-hgDAF12 UAS-luciferase reporter, agonist luminescence; normalized to butyrate control | activation, % at 6.8 µM | actives 1.8% (n = 370,000);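 active = activation above a cutoff set at the mean of all screened compounds plus 3 SD, cut at about 10% in these data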;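 also: 0% = DMSO wells and 100% = sodium butyrate wells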
PLCb3 inh: inhibitors of human phospholipase C beta3; Q01970; Purified PLC-beta3, fluorogenic substrate, fluorescence; inhibition, % at 12.2 µM; actives 0.18% (n = 370,000); in the data active = inhibition above about 11%;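 also: 0% = median of compound wells on plate and 100% = full blocker control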
hcDAF12 agonist: activators of H. contortus DAF-12 nuclear receptor; HEK293 hcDAF-12 lit1-tk-luc reporter, luminescence; 0% DMSO, 100% Δ7-dafachronic acid; activation, % at 6.8 µM; actives 1.4% (n = 370,000); AID 652067;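 active = activation above the mean of all tested compounds plus 3 SD, cut at about 5.5% in these data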;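 also: 100% = response to 3 µM Δ7-dafachronic acid high control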
sPLA2-III inh: Inhibits HGIII-sPLA2 liposome hydrolysis, primary screen; Q9NZ20; QFRET BODIPY PC-A2 liposome hydrolysis, fluorescence; inhibition, % at 12.2 µM; actives 0.56% (n = 370,000);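 active = inhibition above mean plus 3 SD of compounds lying within the high and low control bounds, cut at about 19% in these data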;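 also: 0% = median of test compound wells and 100% = no enzyme DMSO wells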
ssDAF12 agonist: S. stercoralis DAF-12 activation, primary screen; actives 1% (n = 370,000); AID 652126; activation, % at 6.8 µM; HEK293 ssDAF-12/GRIP1 lit1-tk-luc reporter, luminescence; % of 3 µM dafachronic acid response;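 active = activation above the mean over all tested compounds plus 3 SD, cut at about 0.9% in these data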;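 also: 0% = DMSO-only wells and 100% = 3 µM delta7-dafachronic acid wells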
ADAM10 inh: inhibitors of human ADAM10; recombinant ADAM10, EDANS/DABCYL FRET peptide cleavage, 3 h; inhibition, % at 7 µM; actives 0.62% (n = 370,000);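 active = inhibition above a per-campaign cutoff equal to the mean of compounds falling between control-based bounds plus 3 SD, cut at about 20% in these data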;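 also: 0% = DMSO wells while the 100% control is not disclosed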
DAX1 inh-1: inhibitors of DAX1 repression of SF-1 activated StAR promoter; HEK293T StAR-luciferase reporter, SF-1/DAX-1 repression relief; actives 1.1% (n = 370,000); AID 652010; inhibition, % at 6.8 µM;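 active = inhibition above the mean over all tested compounds plus 3 SD, cut at about 3.6% in these data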;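 also: 0% = DAX-1 cells with DMSO and 100% = cells lacking DAX-1 with DMSO; higher inhibition means more luminescence from relief of DAX-1 repression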
DAX1 inh-2: inhibits human nuclear receptor DAX1; inhibition, % at 6.75 µM; HEK293 Gal4-DAX1 luciferase reporter, luminescence; P51843; AID 504766; actives 0.99% (n = 340,000);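 active = inhibition above the mean over all tested compounds plus 3 SD, cut at about 4.2% in these data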;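 also: 0% = DAX1-transfected cells with DMSO and 100% = empty-vector control cells with DMSO; inhibition shows as a rise in luminescence from relieved DAX1 repression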
Target sequence (P51843 207-470 limits assumed): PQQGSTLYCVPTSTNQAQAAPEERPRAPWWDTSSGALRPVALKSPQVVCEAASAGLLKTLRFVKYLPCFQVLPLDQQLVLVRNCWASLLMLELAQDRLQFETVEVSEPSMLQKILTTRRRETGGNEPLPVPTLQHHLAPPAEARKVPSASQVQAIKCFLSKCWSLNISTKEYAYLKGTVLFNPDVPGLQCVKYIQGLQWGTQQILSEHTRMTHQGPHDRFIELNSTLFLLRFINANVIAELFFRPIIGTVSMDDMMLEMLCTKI
GAA850 FXN act: frataxin GAA850 promoter activation; HEK293 lucGAA850 FXN promoter luciferase reporter, 24 h; percent of 10 µM SAHA response; activation, % at 6 µM; actives 0.56% (n = 360,000); AID 540364;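 active = activation above the average of all compounds screened plus 3 SD, cutoff fixed separately per campaign, cut at about 7.5% in these data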;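 also: 0% = DMSO wells and 100% = 10 µM SAHA wells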
PLCg1 inh: PLC-gamma1 (human) inhibition, primary screen | inhibition, % at 12.2 µM | actives 0.84% (n = 370,000) | purified PLC-gamma1, fluorogenic substrate, fluorescence; in the data active = inhibition above about 9.5%
ADAM17 inh: inhibitors of human ADAM17; P78536; recombinant ADAM17, EDANS/DABCYL FRET peptide cleavage; inhibition, % at 6.95 µM; actives 0.83% (n = 370,000);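 active = inhibition above the mean of compounds lying between control limits plus 3 SD, set per campaign, cut at about 8.5% in these data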;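 also: 0% = DMSO-only wells as the low control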
Target sequence (P78536 215-824 limits assumed): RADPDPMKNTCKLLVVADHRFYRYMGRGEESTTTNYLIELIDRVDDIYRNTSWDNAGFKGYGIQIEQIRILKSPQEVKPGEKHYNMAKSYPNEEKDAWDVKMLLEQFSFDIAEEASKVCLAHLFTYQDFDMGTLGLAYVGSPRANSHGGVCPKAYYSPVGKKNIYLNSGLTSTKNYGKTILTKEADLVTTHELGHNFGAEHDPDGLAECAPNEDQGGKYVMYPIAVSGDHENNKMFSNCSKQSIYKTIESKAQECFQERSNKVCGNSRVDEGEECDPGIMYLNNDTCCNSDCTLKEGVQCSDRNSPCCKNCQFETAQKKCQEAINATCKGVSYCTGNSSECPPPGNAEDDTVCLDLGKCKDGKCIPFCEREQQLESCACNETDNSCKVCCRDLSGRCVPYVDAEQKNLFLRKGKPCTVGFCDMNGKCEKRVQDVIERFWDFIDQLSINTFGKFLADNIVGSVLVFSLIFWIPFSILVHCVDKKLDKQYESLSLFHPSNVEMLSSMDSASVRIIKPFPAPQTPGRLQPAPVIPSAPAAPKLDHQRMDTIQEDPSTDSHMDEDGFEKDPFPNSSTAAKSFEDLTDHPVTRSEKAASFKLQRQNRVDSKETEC
Starred values were filed as active, the others as inactive; i = inactive; . = no result given. Random draw from the library, and some 6.9% of all compounds hit somewhere here.

SMILES	hgDAF12 agonist	PLCb3 inh	hcDAF12 agonist	sPLA2-III inh	ssDAF12 agonist	ADAM10 inh	DAX1 inh-1	DAX1 inh-2	GAA850 FXN act	PLCg1 inh	ADAM17 inh
COc1cccc(CNS(=O)(=O)c2cc(Br)ccc2Br)c1OC	-4.1	-4	-2.0	-2	-1.5	-9	-0.6	.	.	4	2
C=CCC(=O)N1CCCC(CCC(=O)NCc2ccccc2F)C1 (centres undefined)	-1.4	1	-1.3	-2	-1.2	-5	0.5	-1.5	-0.2	-1	-4
COc1ccc(C2C(C#N)=C(N)OC3=C2C(=O)CC(C)(C)C3)cc1 (centres undefined)	-2.9	3	-0.3	0	-1.3	-1	0.6	0.5	-0.2	1	3
COc1ccc(CNC(=O)Cn2nc(C)c3c(C)n(-c4ccc(C)cc4)nc3c2=O)cc1OC	-0.7	-5	-0.3	5	-1.3	3	0.1	-0.7	3.2	5	-1
O=C(NCc1cccc(F)c1F)C1CCC(=O)N(C2CCCCCC2)C1 (centres undefined)	0.5	-3	-1.6	2	-1.0	3	-2.1	-0.3	1.6	0	2
CC(=O)N1CCN(c2ccc(NCc3ccc4c(c3)OCO4)cc2)CC1	-1.2	-79	-1.6	-1	-0.9	-31	-1.9	-1.1	-1.6	-71	-16
CCN1C(=O)N[C@@H](CCc2ccccc2)[C@H](C(C)=O)[C@H]1C	0.2	0	-1.0	5	-1.5	-2	-0.3	0.1	-0.6	-1	-1
Cc1ccc(S(=O)(=O)Cc2ccc(C(=O)NC3CCCC3)o2)cc1	-1.6	-3	0.6	6	-1.2	3	-0.6	0.3	1.0	-1	-1
Cc1nc2ccccc2c(=O)n1/N=C/c1ccco1	3.5	-4	-2.5	2	-0.9	-10	0.6	-0.3	1.6	-3	-5
COc1ccc(OCC(=O)OCC(=O)NCc2ccc(F)cc2)cc1	2.0	4	-1.1	-10	-1.1	1	0.3	0.0	2.0	5	2
CCOC(=O)C1(CCCc2ccccc2)CCN(C(=O)COC)CC1	-0.9	-7	-1.8	4	-2.0	-6	0.4	1.4	2.3	1	-5
CCCS(=O)(=O)NC(=O)C1(C)CCCN(C(=O)c2ccc(SC(F)(F)F)cc2)C1 (centres undefined)	-0.1	1	-2.0	-4	-1.2	-1	-0.2	.	0.0	-2	-2
Cc1nn(Cc2ccc(Cl)cc2)c(C)c1NC(=O)c1ccc([N+](=O)[O-])cc1	-3.2	3	2.1	3	-0.7	-4	-1.8	-0.9	-0.6	0	-1
Cc1cc(C)c(NC(=O)c2ccc3nccnc3c2)c(C)c1	-1.2	-17	-1.1	5	-1.0	-15	-1.4	-0.8	-3.2	0	-4
COc1cccc(NS(=O)(=O)c2ccc(-c3coc(C)n3)cc2)c1	1.8	-4	-1.0	-15	-0.7	8	-0.4	0.8	1.0	-2	1
CC(C)c1ccc(CNn2cnnc2)cc1	2.8	-4	-1.1	-3	-0.7	-3	-0.2	0.3	1.2	0	-3
C[C@@H]1CN([C@H](C)CO)C(=O)CCCn2nncc2CO[C@H]1CN(C)Cc1ccc2c(c1)OCCO2	1.1	-3	-0.1	8	-1.1	-9	0.1	0.1	-0.5	4	-4
CN1C(C(=O)Nc2ccccn2)=C(O)c2sc(Cl)cc2S1(=O)=O	-0.4	-11	1.1	-20	-0.9	-13	-0.2	0.1	-0.6	-10	-4
O=C(CCl)NCc1cc(-c2ccc(Cl)cc2)no1	-3.0	-4	-0.9	-4	-1.7	-2	-4.9	-2.3	-4.4	0	-1
COc1ccc(C2CC(=O)C3=C(C2)Nc2ccccc2N(C(=O)CCC(=O)O)C3c2ccc(F)cc2)cc1 (centres undefined)	2.0	-190	2.1	6	-1.0	-62	0.8	-1.1	-0.8	-128	-27
O=C(Nc1cccnc1Cl)c1cc2c(s1)-c1ccccc1OC2	5.2	i	0.6	3	-1.1	i	0.2	0.9	0.4	i	-321
CC(C)C(NC(=O)c1ccc(C(C)(C)C)cc1)C(=O)N1CCCC1 (centres undefined)	-0.7	-3	-2.4	1	-0.8	-3	0.0	0.3	2.4	0	-2
Cc1cc(C(=O)COC(=O)C2CC2)c(C)n1-c1ccc(F)cc1	-7.3	-4	-4.5	-8	-3.0	3	-3.7	1.0	-12	2	-2
Cc1ccccc1NC(=S)Nc1ccc2cn[nH]c2c1	8.0	-13	-0.6	13	-0.4	-51	-0.1	-0.6	4.8	-3	-12
CCOC(=O)c1c(NC(=O)Cn2nc(C(=O)O)c3ccccc3c2=O)sc(C)c1C	1.7	-9	-0.3	-7	-1.4	10	0.8	-1.2	1.6	8	2
Cc1ccc(C(=O)OCn2ncc(Cl)c(Cl)c2=O)cc1	-6.1	0	-1.2	-2	-1.1	0	-2.1	-1.1	-17	3	-2
CC1CCCCC1NC(=O)/C(C#N)=C/c1ccccc1F (centres undefined)	1.4	1	0.1	4	-1.0	6	-1.0	-0.7	0.1	-2	-3
O=C(NCCc1c[nH]c2ccccc12)c1cc2sccc2n1Cc1ccccc1	-1.5	1	-1.9	-68	-1.3	18	-0.8	-1.6	-1.5	6	8
COc1ccc(-n2c(SCC(=O)N3CCCCC3)nc3ccccc3c2=O)cc1	0.2	1	1.3	0	-1.0	-3	0.1	0.7	1.2	1	-2
COC(=O)C(C)(C)ONC(=O)Nc1ccccc1[N+](=O)[O-]	-1.5	3	-1.5	2	-1.3	0	0.1	-0.1	1.7	0	-2
CCOc1ccc(NC(=O)NC2CCS(=O)(=O)C2)cc1 (centres undefined)	1.4	-4	2.4	1	-0.5	-1	-0.2	1.8	-0.4	-1	-2
Cc1ccc(N2CCN(C(=O)C3CCCN(c4ncnc5c4nc4n5CCCCC4)C3)CC2)c(C)c1 (centres undefined)	0.3	-6	1.2	6	-1.1	-6	-0.2	0.4	3.0	0	-3
C/C(=N\OCC(=O)N/N=C/c1ccc(C)cc1O)c1cccs1	-2.7	-67	-1.2	-13	-1.6	-20	0.3	-0.1	0.8	-44	-7
S=c1[nH]nc(Cn2nnc3ccccc32)n1-c1ccccc1	1.5	2	1.0	11	-1.1	9	0.5	2.5	-1.0	4	2
Cc1ccc(C(=O)C[n+]2ccc3ccccc3c2)cc1	6.7	-6	6.7*	1	1.3*	-21	1.0	1.8	4.5	-3	-3
OC(c1cccnc1)c1cccs1 (centres undefined)	0.4	-3	-1.3	4	-1.1	2	1.3	-0.1	-0.4	-3	-5
CCOC(=O)/C(C#N)=C1/SC(CC)C(=O)N1c1ccc(C)cc1 (centres undefined)	-0.2	-2	-1.8	-21	-1.2	9	0.6	-0.4	-0.9	2	7
CCc1cc(=O)oc2cc(C)cc(OCC(=O)NC3CC3)c12	1.4	-109	-1.1	-4	-0.5	-181	-0.9	0.1	0.3	-71	-57
CC(C)C[C@H]1COc2cc(N3CC[C@H](O)C3)ccc2S(=O)(=O)N1	-5.8	-2	-0.6	6	-1.6	-6	1.3	.	.	-1	-6
Cc1ccc(/C=C/C(=O)O)cc1S(=O)(=O)Nc1ccc2c(c1)OCO2	2.1	5	-0.4	-3	-0.9	-34	0.9	1.6	2.7	-2	-1
CCCCCCNS(=O)(=O)c1ccc(Cl)s1	-0.9	0	-2.0	-13	-1.9	4	0.4	0.8	3.6	-5	2
COc1cccc(NC(=O)CN2C(=O)NC3(CCc4ccccc43)C2=O)c1 (centres undefined)	-0.7	-4	-0.2	-1	-1.7	4	1.4	0.0	-0.7	1	-2
Clc1ccc2nc3c4ccccc4cnn3c2c1	19*	-52	18*	-4	1.1*	-30	3.0	2.5	7.5	-45	-8
Cc1ccc(S(=O)(=O)NCC(=O)N/N=C/c2ccc(Cl)cc2)cc1	-0.3	-7	0.3	-9	-1.1	-3	-0.5	-0.8	0.9	-1	1
CN1CCN(S(=O)(=O)c2ccc(Oc3cccc(C(F)(F)F)c3)nc2)CC1	-2.4	-6	-0.1	-32	-1.2	-2	-0.4	0.0	2.3	2	-3
O=C(NNC(=O)c1ccccc1C(=O)O)c1ccc(S(=O)(=O)N2CCCCC2)cc1	-0.2	-11	-2.0	2	-1.0	-1	-0.3	-1.1	0.3	-3	-3
O=C(Nc1ccnn1C1CCN(CC2CC=CCC2)CC1)c1ccccc1Cl (centres undefined)	1.0	-1	2.6	3	-0.7	-2	1.0	0.0	0.4	-1	-4
COc1cc(OC)cc(C(=O)NNC(=O)CCNS(=O)(=O)c2ccc(Br)cc2)c1	-0.4	-8	2.1	-17	-0.8	-4	-1.5	-0.1	1.5	2	-13

Exported with values under each structure: part of the list above
The line under a structure holds: hgDAF12 agonist, PLCb3 inh, hcDAF12 agonist, sPLA2-III inh, ssDAF12 agonist, ADAM10 inh, DAX1 inh-1, DAX1 inh-2, GAA850 FXN act, PLCg1 inh, ADAM17 inh
CCOC(=O)/C(C#N)=C1/SC(CC)C(=O)N1c1ccc(C)cc1 (centres undefined)
 : -0.2, -2, -1.8, -21, -1.2, 9, 0.6, -0.4, -0.9, 2, 7
CCc1cc(=O)oc2cc(C)cc(OCC(=O)NC3CC3)c12
 : 1.4, -109, -1.1, -4, -0.5, -181, -0.9, 0.1, 0.3, -71, -57
CC(C)C[C@H]1COc2cc(N3CC[C@H](O)C3)ccc2S(=O)(=O)N1
 : -5.8, -2, -0.6, 6, -1.6, -6, 1.3, ., ., -1, -6
Cc1ccc(/C=C/C(=O)O)cc1S(=O)(=O)Nc1ccc2c(c1)OCO2
 : 2.1, 5, -0.4, -3, -0.9, -34, 0.9, 1.6, 2.7, -2, -1
CCCCCCNS(=O)(=O)c1ccc(Cl)s1
 : -0.9, 0, -2.0, -13, -1.9, 4, 0.4, 0.8, 3.6, -5, 2
COc1cccc(NC(=O)CN2C(=O)NC3(CCc4ccccc43)C2=O)c1 (centres undefined)
 : -0.7, -4, -0.2, -1, -1.7, 4, 1.4, 0.0, -0.7, 1, -2
Clc1ccc2nc3c4ccccc4cnn3c2c1
 : 19*, -52, 18*, -4, 1.1*, -30, 3.0, 2.5, 7.5, -45, -8
Cc1ccc(S(=O)(=O)NCC(=O)N/N=C/c2ccc(Cl)cc2)cc1
 : -0.3, -7, 0.3, -9, -1.1, -3, -0.5, -0.8, 0.9, -1, 1
CN1CCN(S(=O)(=O)c2ccc(Oc3cccc(C(F)(F)F)c3)nc2)CC1
 : -2.4, -6, -0.1, -32, -1.2, -2, -0.4, 0.0, 2.3, 2, -3
